Screens: PubChem BioAssay, The Scripps Research Institute Molecular Screening Center
PLCb3 inh: inhibitors of human phospholipase C beta3; Q01970; Purified PLC-beta3, fluorogenic substrate, fluorescence; 370,000 compounds, 0.18% hits; AID 720704; inhibition, % at 12.2 µM; in the data active = inhibition above about 11%;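 also: 0% = median of compound wells on plate and 100% = full blocker control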
MBD2 inh: blocks human MBD2 binding to methylated DNA; 370,000 compounds, 0.31% hits; inhibition, % at 4.4 µM; Q9UBB5; AID 686964; TR-FRET, MBD2 binding to methylated oligonucleotide; in the data active = inhibition above about 13%
Tn7 DDE FP: DD(E)-Tn7 binding inhibition, primary FP screen | inhibition, % at 8.3 µM | 370,000 compounds, 0.13% hits | AID 720508 | FP displacement of FITC-Tn7 peptide from fibrin DD(E); 0% = median of compound wells per plate;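 active = inhibition above the mean of compounds falling within the control limits plus 3 SD of them, cut at about 14% in these data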;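 also: 0% = plate median of compound wells and 100% = 10 µM Aha-Tn7 peptide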
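Measure: % inhibition scaled between sample-field median and high-control FP; Test system: human fibrin DD(E); Quantity: 2 µM final DD(E) protein; Doses: one dose, 8.3 µM nominal; Schedule: compound with protein 10 min, then 3 h after probe, room temperature; Detection: fluorescence polarization; Medium: Tris buffer with calcium and detergent, pH 7.8.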
ARFGAP1 inhibitor: inhibitors of rat ARFGAP1. inhibition, % at 16.5 µM. Q62848. Arfgap1-stimulated ARF1 GTP hydrolysis, GDP FP detection. 360,000 compounds, 0.26% hits. AID 651572;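 active = inhibition above a per-plate limit, mean inhibition of low control wells plus 3 SD, cut at about 25% in these data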;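 also: 0% = DMSO wells with enzyme and 100% = wells lacking Arfgap1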
Target sequence (Q62848 1-136 limits assumed): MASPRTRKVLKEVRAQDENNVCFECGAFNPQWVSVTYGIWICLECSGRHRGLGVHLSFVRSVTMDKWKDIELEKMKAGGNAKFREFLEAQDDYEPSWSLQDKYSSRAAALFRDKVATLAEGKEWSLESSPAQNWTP
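material = rat Arfgap1 catalytic domain, aa 1-136 | also added = human ARF1(Δ1-17)-GTP substrate | compound dosing = one concentration, 16.5 µM, DMSO 1.26% | times = GTP hydrolysis reaction 2 h at 25 °C | measured by = FP, GDP Alexa 633 tracer displaced from anti-GDP antibody, 620/688 nm | evaluation = percent inhibition of Arfgap1-stimulated GTP hydrolysis | replication = single well per compound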
Tn6 DDE FP: disrupts Tn6 cyclic peptide binding to fibrin D-Dimer-E complex | P02675 | inhibition, % at 8.3 µM | Fibrin DD(E) TRITC-Tn6 fluorescence polarization displacement | 370,000 compounds, 0.21% hits | AID 720509;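 active = inhibition above a per-campaign cutoff: mean of compounds within control limits plus 3 SD, cut at about 15% in these data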;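 also: 0% = median of all compound wells on the plate and 100% = blocking peptide control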
PLCg1 inh: blocks human PLC-gamma1 enzyme activity; P19174; purified PLC-gamma1, fluorogenic substrate, fluorescence; inhibition, % at 12.2 µM; 370,000 compounds, 0.84% hits; in the data active = inhibition above about 9.5%
proKLK7 act: activates the human kallikrein-7 zymogen | purified proKLK7, EDANS-DABCYL substrate fluorescence; 100% is mature enzyme control, 0% vehicle | 370,000 compounds, 0.9% hits | AID 652039 | activation, % at 7 µM | P49862;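 active = activation above the mean of all tested compounds plus 3 SD, computed per campaign excluding outliers beyond control limits, cut at about 13% in these data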
Target sequence (P49862 whole entry, looked up): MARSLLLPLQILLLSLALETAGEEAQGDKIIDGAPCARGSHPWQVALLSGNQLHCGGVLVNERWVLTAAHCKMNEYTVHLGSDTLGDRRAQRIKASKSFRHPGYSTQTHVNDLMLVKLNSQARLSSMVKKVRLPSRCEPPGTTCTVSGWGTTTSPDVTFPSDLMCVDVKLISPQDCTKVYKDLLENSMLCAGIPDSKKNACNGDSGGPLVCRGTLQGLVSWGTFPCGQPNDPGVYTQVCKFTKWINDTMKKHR
ADAM17 inh: ADAM17 inhibition, QFRET primary screen; 370,000 compounds, 0.83% hits; recombinant ADAM17, EDANS/DABCYL FRET peptide cleavage; AID 720648; P78536; inhibition, % at 6.95 µM;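 active = inhibition above the mean of compounds lying between control limits plus 3 SD, set per campaign, cut at about 8.5% in these data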;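 also: 0% = DMSO-only wells as the low control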
Target sequence (P78536 215-824 limits assumed): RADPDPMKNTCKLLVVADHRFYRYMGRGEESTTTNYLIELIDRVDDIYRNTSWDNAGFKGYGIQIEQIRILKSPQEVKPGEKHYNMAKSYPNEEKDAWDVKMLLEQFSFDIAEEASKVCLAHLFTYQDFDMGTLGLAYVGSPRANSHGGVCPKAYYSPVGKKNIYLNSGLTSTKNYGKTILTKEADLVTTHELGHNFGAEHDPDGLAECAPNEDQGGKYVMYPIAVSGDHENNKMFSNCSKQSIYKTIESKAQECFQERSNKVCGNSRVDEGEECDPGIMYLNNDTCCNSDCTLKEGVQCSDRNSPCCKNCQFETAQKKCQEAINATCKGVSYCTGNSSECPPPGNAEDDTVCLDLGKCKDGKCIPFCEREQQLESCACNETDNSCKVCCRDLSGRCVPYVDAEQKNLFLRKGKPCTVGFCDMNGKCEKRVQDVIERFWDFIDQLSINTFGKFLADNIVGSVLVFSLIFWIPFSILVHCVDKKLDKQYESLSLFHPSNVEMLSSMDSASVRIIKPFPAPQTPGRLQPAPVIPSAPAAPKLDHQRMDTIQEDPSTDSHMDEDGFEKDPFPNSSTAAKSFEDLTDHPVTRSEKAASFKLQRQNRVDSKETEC
ASAP1 inh: blocks human ASAP1-stimulated Arf1 GTP hydrolysis. Q9ULH1. 360,000 compounds, 0.19% hits. GDP FP detection. inhibition, % at 16.5 µM; in the data active = inhibition above about 25%;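 also: 0% = vehicle with enzyme and substrate and 100% = no enzyme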
UHRF1 binding: human UHRF1 methylated DNA binding inhibitors. Q96T88. UHRF1 binding to methylated oligo, TR-FRET. inhibition, % at 4.4 µM. 370,000 compounds, 0.75% hits. AID 687016; in the data active = inhibition above about 21%;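 also: UHRF1 SRA domain binding a hemimethylated CpG hairpin DNA probe; 0% = median of test compound wells and 100% = reference inhibitor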
* = called active by the depositor; i = inactive. An unsorted share of the library; 4.1% or so of the library scored in one or more.

SMILES	PLCb3 inh	MBD2 inh	Tn7 DDE FP	ARFGAP1 inhibitor	Tn6 DDE FP	PLCg1 inh	proKLK7 act	ADAM17 inh	ASAP1 inh	UHRF1 binding
CCC(=O)NC(=S)Nc1ccc(NC(=O)c2ccc([N+](=O)[O-])cc2Cl)cc1	2.3	-3.6	-4.2	1.0	4.2	1.2	-0.3	2.2	4.5	-2.1
CCCC(=O)Nc1c2c(nn1-c1ccc(C)cc1C)CSC2	-0.9	1.5	-7.3	-2.5	4.7	-0.5	0.6	-1.4	-4.6	5.2
COc1ccccc1/C=C/C(=O)OCC(=O)Nc1c(F)cccc1F	-28.1	-0.8	3.2	-6.4	3.9	-22.6	-15.6	-34.9	9.4	2.1
CCNC(=O)C1CCCN(C(=O)c2ccc(-c3ccccc3)cc2)CC1 (stereo unspecified)	3.9	-3.5	-3.1	-2.8	5.8	2.0	0.9	1.3	-0.7	2.1
O=C(NCCc1cccc(C(F)(F)F)c1)C1CCC(=O)N(Cc2ccc(Cl)cc2)C1 (stereo unspecified)	-3.9	-2.3	2.1	8.4	7.1	-3.1	0.1	-0.2	-6.2	1.2
CC(C)c1ccc(NC2CCCN(C(=O)c3cccc(N4CCNC4=O)c3)C2)cc1 (stereo unspecified)	-1.6	-3.1	-5.5	0.7	4.9	0.6	1.0	1.4	-5.8	1.7
COc1ccc(CNC(=O)C2CCN(S(=O)(=O)c3ccc4c(c3)N(C(C)=O)CCO4)CC2)cc1	-12.8	-1.3	3.7	-1.2	3.0	0.6	0.2	4.4	19.0	3.7
CNC(=O)c1ccc(NC(=O)C2CCN(S(=O)(=O)c3cccc(C(F)(F)F)c3)CC2)cc1	-1.8	-3.2	1.1	-2.1	-1.3	0.8	0.4	-1.6	5.4	1.9
Cc1ccc(CC(=O)OCC(=O)NC2CCCC(C)C2C)cc1C (stereo unspecified)	-2.4	0.1	-0.4	4.5	-1.7	-5.0	-0.9	1.6	0.0	0.7
O=C(Nc1nc2ccccc2[nH]1)C1CCCO1 (stereo unspecified)	3.0	-1.6	-5.7	10.0	9.1	1.5	-0.1	-3.1	2.8	0.2
C=C1C(=O)O[C@H]2C[C@H]1[C@@H](OC(C)=O)C/C(C)=C/CC/C(C)=C\CC[C@]2(C)O	-6.8	0.7	-4.8	-3.5	4.9	0.4	0.3	-3.5	-4.7	-2.4
CCOC(=O)c1c(C)[nH]c(C(=O)OCC(=O)N2CCN(S(=O)(=O)c3ccc(C)cc3C)CC2)c1C	-12.2	1.6	9.1	-6.9	4.2	3.0	0.2	0.0	1.6	3.7
O=C(Cn1cc(C(=O)C2CC2)c2ccccc21)NCc1ccccc1	-2.5	0.4	-3.0	-2.2	0.5	1.5	0.0	0.2	-8.4	4.2
O=C(OCc1nc2ccccc2[nH]1)C1CCCCC1	-0.4	-3.0	-2.5	0.1	9.6	-0.9	0.0	-0.2	-4.5	-5.2
COc1ccc(Cl)cc1NC(=O)CN(C)CC(=O)N(CC(C)C)c1c(N)n(CC(C)C)c(=O)[nH]c1=O	-11.5	11.1	-3.8	0.1	2.5	1.0	0.4	-10.0	10.4	17.5

Sorted by the number under ASAP1 inh (ascending): some entries from above.
SMILES	PLCb3 inh	MBD2 inh	Tn7 DDE FP	ARFGAP1 inhibitor	Tn6 DDE FP	PLCg1 inh	proKLK7 act	ADAM17 inh	ASAP1 inh	UHRF1 binding
CC(C)c1ccc(NC2CCCN(C(=O)c3cccc(N4CCNC4=O)c3)C2)cc1 (stereo unspecified)	-1.6	-3.1	-5.5	0.7	4.9	0.6	1.0	1.4	-5.8	1.7
CCNC(=O)C1CCCN(C(=O)c2ccc(-c3ccccc3)cc2)CC1 (stereo unspecified)	3.9	-3.5	-3.1	-2.8	5.8	2.0	0.9	1.3	-0.7	2.1
COc1ccccc1/C=C/C(=O)OCC(=O)Nc1c(F)cccc1F	-28.1	-0.8	3.2	-6.4	3.9	-22.6	-15.6	-34.9	9.4	2.1
COc1ccc(CNC(=O)C2CCN(S(=O)(=O)c3ccc4c(c3)N(C(C)=O)CCO4)CC2)cc1	-12.8	-1.3	3.7	-1.2	3.0	0.6	0.2	4.4	19.0	3.7

(cont.)
SMILES	PLCb3 inh	MBD2 inh	Tn7 DDE FP	ARFGAP1 inhibitor	Tn6 DDE FP	PLCg1 inh	proKLK7 act	ADAM17 inh	ASAP1 inh	UHRF1 binding
COc1ccc(NC(=O)C2CC(c3cc(OC)c(OC)c(OC)c3)=NO2)cc1OC (stereo unspecified)	-1.4	0.3	-4.6	3.1	-3.0	-2.9	0.2	2.1	-8.2	3.0
O=S(=O)(NCc1cccs1)c1ccc(Cl)s1	-4.6	0.8	3.7	9.9	-0.3	-2.3	-0.7	-3.5	7.8	0.8
COc1ccc(N2CCN(c3oc(COc4ccc(Cl)cc4)nc3C#N)CC2)cc1	1.4	4.8	7.1	4.1	3.5	0.7	-0.2	-4.0	-1.0	0.8
COc1ccc(Cl)cc1NC(=O)CN(C)C(=O)c1cc(-c2cccs2)nn1-c1ccccc1	-6.0	-1.8	-5.2	4.6	-0.8	-3.0	-0.5	-4.0	-1.7	-0.3
CN(C)CCNC(=O)/C=C/c1cn(-c2ccccc2)nc1-c1cc2ccccc2oc1=O	-10.4	3.7	2.5	-0.3	-2.0	1.1	-0.5	-7.1	1.5	-1.6
CC(C)N1C(=O)CC2(CC[N+](C)(CCOC(=O)C(c3ccccc3)c3ccccc3)CC2)C1=O (stereo unspecified)	3.1	1.4	0.1	0.6	-5.7	2.0	0.2	-1.3	-0.2	-4.0
O=C(O)Cc1ccc(NC(=O)c2ccc3c(c2)C(=O)N(CC2CCCO2)C3=O)cc1 (stereo unspecified)	-5.9	2.6	-2.6	7.8	2.8	3.3	-0.2	-0.8	3.5	0.3
CN(c1ccccc1)S(=O)(=O)c1cccc(C(=O)OCC(=O)NCCCN2CCCC2=O)c1	-0.8	-3.1	-5.7	-3.5	-4.9	2.6	0.2	-3.9	3.4	2.8
CCC(=O)NC(=S)Nc1ccc(S(=O)(=O)N2CCN(C)CC2)cc1	4.2	0.0	11.2	-1.9	8.8	-1.5	0.2	0.0	2.3	2.3
CC1(c2ccccc2)CC(C)(C)N(C(=O)CSc2nnc(N)s2)c2ccccc21 (stereo unspecified)	-3.9	-5.8	7.0	1.5	-1.9	-1.4	0.2	-14.4	-12.8	-2.2
Cc1ccc(NC(=S)N(CCN(C)C)Cc2cc3cc(C)ccc3[nH]c2=O)cc1	-3.7	0.2	7.7	-6.8	-3.5	0.0	0.3	-5.5	-8.1	0.2
CCN(CCCNC(=O)CCCn1c(=O)[nH]c2ccccc2c1=O)c1cccc(C)c1	-1.1	-2.5	3.9	5.5	1.2	-15.8	0.0	-3.4	-5.8	-1.1
CCOCCc1nnc(NC(=O)C(C)Oc2ccccc2)s1 (stereo unspecified)	-6.5	-1.1	1.2	-5.8	-5.0	-0.9	-0.2	-4.7	-3.1	-0.9
FC(F)(F)c1ccccc1-n1ccnc1	0.7	-1.3	6.8	0.5	-5.5	0.3	-0.8	-6.7	-2.4	-0.8
O=C(N/C(=C/c1cccc([N+](=O)[O-])c1)C(=O)N1CCCCCC1)c1ccco1	-5.6	4.0	1.8	-0.8	0.8	0.7	-0.6	-0.4	-5.0	0.5

Grouped by structure, the entries above containing a nitro group on carbon (2)
SMILES	PLCb3 inh	MBD2 inh	Tn7 DDE FP	ARFGAP1 inhibitor	Tn6 DDE FP	PLCg1 inh	proKLK7 act	ADAM17 inh	ASAP1 inh	UHRF1 binding
CCC(=O)NC(=S)Nc1ccc(NC(=O)c2ccc([N+](=O)[O-])cc2Cl)cc1	2.3	-3.6	-4.2	1.0	4.2	1.2	-0.3	2.2	4.5	-2.1
O=C(N/C(=C/c1cccc([N+](=O)[O-])c1)C(=O)N1CCCCCC1)c1ccco1	-5.6	4.0	1.8	-0.8	0.8	0.7	-0.6	-0.4	-5.0	0.5

Continued.
SMILES	PLCb3 inh	MBD2 inh	Tn7 DDE FP	ARFGAP1 inhibitor	Tn6 DDE FP	PLCg1 inh	proKLK7 act	ADAM17 inh	ASAP1 inh	UHRF1 binding
COc1cccc(/C=N\NC(=O)c2sc(N)nc2C)c1OC	-23.2	-3.3	-1.7	-6.5	1.9	-18.6	0.1	-3.0	2.6	-2.9
CC(C)(C)OC(=O)N1CCC(NC(=O)c2[nH]cnc2C(=O)N[C@@H](Cc2ccccc2)C(=O)OCc2ccccc2)CC1	-0.6	2.1	-3.8	9.6	-3.5	4.1	-0.1	14.3*	9.1	2.2
Cc1cccn2c(=O)c3cc(C(=O)N(C)C)n(C)c3nc12	i	-5.8	5.7	-1.9	2.8	i	25.5*	-235.6	-12.7	1.2
COc1ccc(S(=O)(=O)N2CCN(C(=O)CC(C)C)CC2)cc1	-4.1	4.3	-6.5	13.6	-2.5	2.3	-0.1	-3.7	13.1	-2.9
CN(CC(=O)Nc1ccccc1Cl)C(=O)COC(=O)c1ccc(=O)n(Cc2ccccc2)n1	-5.0	-4.0	2.8	-2.5	3.0	3.3	0.0	-6.6	-16.2	-1.5
C=CCNC(=O)CC(C)C(CCCCC)C(=O)O (stereo unspecified)	3.5	-4.3	-10.2	5.8	-0.9	6.5	0.2	-1.8	5.0	-0.6
COc1cc(Br)cc2cc(C(=O)N3CCOCC3)c(=O)oc12	-10.2	4.1	6.2	0.0	1.9	-7.2	0.0	-5.8	-4.8	4.2
Cc1cccc(NC(=O)CCS(=O)(=O)c2ccccc2)n1	-7.5	-0.6	14.2*	7.6	4.6	-2.7	-0.8	-11.2	10.6	2.5
CCn1cc(Cl)c(C(=O)Nc2c(C)nn(Cc3c(F)c(F)c(F)c(F)c3F)c2C)n1	-0.2	-5.0	3.4	5.7	-10.7	6.6	0.0	7.8	1.9	1.2
COCCNC(=O)CN(C(=O)Cn1nnc2ccccc21)c1ccccc1	3.2	6.3	-2.5	12.1	-4.2	0.5	0.5	-0.9	-6.9	3.5
N#CCSc1nnc(COc2ccccc2)n1-c1ccccc1	5.2	3.9	-5.6	1.0	3.7	-10.8	-0.1	10.8*	4.4	7.1
CCCCCC(=O)N/N=C(\C)c1ccc(NC(=O)c2ccco2)cc1	-2.6	2.5	2.8	7.7	-4.4	-0.9	-0.5	-4.1	-4.2	-3.6
